# ROCK2 blocker: blocks human Rho kinase 2 activity; O75116; AID 604; purified ROCK2, Kinase-Glo ATP depletion luminescence; 60,000 tested, 0.35% active; inhibition, % at 6 µM;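 active = inhibition above the screen-wide mean inhibition plus 3 SD, cut at about 18% in these data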;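 also: plate controls were DMSO wells for no effect and Y-27632 control wells after no-enzyme background subtraction for full effect; many of its hits are not listed in these tables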
# Target sequence (O75116 whole entry, looked up): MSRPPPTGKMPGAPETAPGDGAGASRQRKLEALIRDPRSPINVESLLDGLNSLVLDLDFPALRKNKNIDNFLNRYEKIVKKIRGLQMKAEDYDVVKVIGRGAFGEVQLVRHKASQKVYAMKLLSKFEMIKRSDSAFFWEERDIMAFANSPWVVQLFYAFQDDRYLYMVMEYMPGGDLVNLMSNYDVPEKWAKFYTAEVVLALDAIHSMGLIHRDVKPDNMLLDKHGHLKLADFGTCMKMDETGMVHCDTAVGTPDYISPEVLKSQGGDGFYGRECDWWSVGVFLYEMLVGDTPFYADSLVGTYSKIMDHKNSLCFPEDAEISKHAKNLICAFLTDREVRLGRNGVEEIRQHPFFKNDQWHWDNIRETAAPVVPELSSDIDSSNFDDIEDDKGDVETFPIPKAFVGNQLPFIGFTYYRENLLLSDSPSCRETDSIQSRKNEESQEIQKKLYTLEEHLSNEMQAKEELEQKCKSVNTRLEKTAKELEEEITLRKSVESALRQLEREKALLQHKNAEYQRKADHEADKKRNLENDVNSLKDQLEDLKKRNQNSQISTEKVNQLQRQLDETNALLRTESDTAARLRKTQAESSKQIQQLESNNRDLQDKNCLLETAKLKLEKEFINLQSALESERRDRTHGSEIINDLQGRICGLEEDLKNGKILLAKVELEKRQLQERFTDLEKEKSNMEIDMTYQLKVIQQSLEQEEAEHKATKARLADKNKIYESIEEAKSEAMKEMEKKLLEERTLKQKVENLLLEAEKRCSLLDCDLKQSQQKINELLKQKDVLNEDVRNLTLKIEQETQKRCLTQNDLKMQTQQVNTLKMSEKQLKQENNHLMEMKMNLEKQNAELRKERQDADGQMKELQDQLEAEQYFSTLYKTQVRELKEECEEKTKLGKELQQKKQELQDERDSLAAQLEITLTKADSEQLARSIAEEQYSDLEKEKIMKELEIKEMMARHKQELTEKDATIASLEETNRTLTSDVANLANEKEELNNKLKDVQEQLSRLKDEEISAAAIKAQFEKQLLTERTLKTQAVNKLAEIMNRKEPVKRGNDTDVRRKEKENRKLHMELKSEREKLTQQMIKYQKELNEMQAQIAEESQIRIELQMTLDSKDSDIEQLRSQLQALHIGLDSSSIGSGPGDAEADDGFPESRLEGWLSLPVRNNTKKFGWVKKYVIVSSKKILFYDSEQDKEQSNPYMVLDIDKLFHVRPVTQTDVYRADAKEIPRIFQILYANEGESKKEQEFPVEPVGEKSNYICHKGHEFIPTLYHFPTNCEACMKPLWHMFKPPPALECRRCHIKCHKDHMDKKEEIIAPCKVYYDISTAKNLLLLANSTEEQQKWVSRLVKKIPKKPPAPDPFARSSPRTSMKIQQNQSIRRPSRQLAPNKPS
# PKA inh: PKA (human) kinase inhibition. P17612. PKA Kemptide phosphorylation, Kinase-Glo ATP luminescence. inhibition, % at 6 µM. 65,000 tested, 0.1% active;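 active = inhibition above the screen-wide mean inhibition plus 3 SD, cut at about 21% in these data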; also: many of its hits are not listed in these tables
# JNK3 blocker: inhibitors of human JNK3 kinase. P53779. purified JNK3 kinase activity, HTS. inhibition, % at 8 µM. 60,000 tested, 0.61% active. AID 746; in the data active = inhibition above about 17%;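 also: 0% = DMSO and 100% = reference inhibitor; many of its hits are not listed in these tables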
# CatL inh: inhibitors of human cathepsin L | P07711 | purified cathepsin L, fluorogenic substrate, fluorescence | inhibition, %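 (tested at 10 µM)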 | 58,000 tested, 0.17% active | AID 460; in the data active = inhibition above about 45%;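 also: 0% = enzyme with no compound and 100% = no enzyme blank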
# FXIa inh mix: blocks human factor XIa in pooled compound mixtures; P03951; purified FXIa, fluorogenic substrate; inhibition, % at 5 µM; 62,000 tested, 0.19% active;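 also: each value is inhibition by a whole ten-compound pool holding the compound; 0% = enzyme with no mixture and 100% = wells lacking enzyme; strong numbers were not always called active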
# Cathepsin G inh: inhibitors of human cathepsin G. P08311. purified enzyme, AMC-tetrapeptide fluorescence, pooled mixtures. inhibition, % at 5 µM (by protocol). 62,000 tested, 0.2% active. AID 581;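 active = inhibition above 20% in each of the two mixture wells holding the compound; inactive = inhibition of 20% or less in either well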;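 also: 0% = enzyme control without mixture and 100% = blank lacking enzyme; strong numbers were not always called active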
# FXIIa inh mix: factor XIIa (human) inhibition, mixture screen; P00748; purified FXIIa, fluorogenic substrate, pooled mixtures; inhibition, % at 5 µM; 62,000 tested, 0.2% active;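 also: 0% = enzyme without compound and 100% = no enzyme blank; some results filed as inactive read as strong as hits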
# C1s block: blocks human complement C1s protease activity. P09871. mean inhibition % of two 10-compound mixtures (hits give high values), % at 5 µM (by protocol). purified C1s, fluorogenic AMC substrate, pooled mixtures. AID 538. 62,000 tested, 0.16% active;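 active = inhibition above 20% in each of the two 10-compound mixture wells holding the compound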;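 also: 0% = enzyme wells lacking compound mixture and 100% = no-enzyme blank wells; some compounds called inactive have numbers as strong as hits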
# CatS block: human cathepsin S inhibition. inhibition, %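 (tested at 5 µM per compound within 10-compound mixtures)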. P25774. recombinant cathepsin S, AMC dipeptide fluorescence, pooled mixtures. 62,000 tested, 0.06% active. AID 501; in the data active = inhibition above about 32%, passing the limit was not always enough;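 also: 0% = enzyme without compound and 100% = blank without enzyme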
# An asterisk follows results filed as active; . = not tested or not shown. Rule as the data show it, unless noted: active = inhibition above about 20% (passing the limit was not always enough); inactive = the rest.
# Start of the listing, in advance (six entries):
SMILES,ROCK2 blocker,PKA inh,JNK3 blocker,CatL inh,FXIa inh mix,Cathepsin G inh,FXIIa inh mix,C1s block,CatS block
CCN(CC)C(=O)Cn1c(=O)n(Cc2ccccc2Cl)c2c1c(=O)n(C)c(=O)n2C,-5,-4,-1,8,11,6,14,21,-4
COc1ccccc1NC(=O)c1cccc(NC(=O)c2ccco2)c1,4,3,2,-3,0,-10,5,-48,-11
C=CCOC(=O)Nc1ccc(Cl)cc1NC(=O)OCC=C,2,5,0,-1,-2,0,8,4,12
C=CCNS(=O)(=O)c1sccc1/C=N/O,2,-1,-2,6,3,8,0,1,0
CCOc1ccccc1N(CC(=O)O)S(=O)(=O)c1ccc(C)cc1,-7,-6,-4,2,15,8,6,0,-4
CCC(C)(C)NC(=O)C(c1cccn1C)N(C(=O)Cn1nnc2ccccc21)c1ccc(F)cc1 (centres undefined),3,11,5,11,1,-11,4,-36,-6

# The list itself, from the first entry:
SMILES,ROCK2 blocker,PKA inh,JNK3 blocker,CatL inh,FXIa inh mix,Cathepsin G inh,FXIIa inh mix,C1s block,CatS block
CCN(CC)C(=O)Cn1c(=O)n(Cc2ccccc2Cl)c2c1c(=O)n(C)c(=O)n2C,-5,-4,-1,8,11,6,14,21,-4
COc1ccccc1NC(=O)c1cccc(NC(=O)c2ccco2)c1,4,3,2,-3,0,-10,5,-48,-11
C=CCOC(=O)Nc1ccc(Cl)cc1NC(=O)OCC=C,2,5,0,-1,-2,0,8,4,12
C=CCNS(=O)(=O)c1sccc1/C=N/O,2,-1,-2,6,3,8,0,1,0
CCOc1ccccc1N(CC(=O)O)S(=O)(=O)c1ccc(C)cc1,-7,-6,-4,2,15,8,6,0,-4
CCC(C)(C)NC(=O)C(c1cccn1C)N(C(=O)Cn1nnc2ccccc21)c1ccc(F)cc1 (centres undefined),3,11,5,11,1,-11,4,-36,-6
Cc1cccc(NC(=O)c2cnc3ccccn3c2=O)c1,-3,-7,-8,10,10,-4,0,-3,13
CC1(C)CC(=O)C(C(=O)CCCCC(=O)C2C(=O)CC(C)(C)CC2=O)C(=O)C1,-1,-2,-8,1,-5,9,9,-14,11
Cc1noc(C)c1C(=O)OCC(=O)Nc1ccccc1C(=O)NC(C)c1ccccc1 (centres undefined),4,8,-1,4,-1,8,-16,-15,8
COCCNC(=O)c1nn(-c2cc(OC)cc(OC)c2)c(=O)c2ccccc12,-2,-4,-1,3,8,-2,8,-4,20
COC(=O)c1cc2occc2n1CC(=O)Nc1ccc(C)cc1C,2,6,2,1,-10,2,0,-29,-2
O=C(Nc1ccccc1N1CCN(C(=O)c2ccccc2)CC1)c1cc2ccccc2o1,1,5,1,.,3,-6,0,-25,3
CCOC(=O)c1ccccc1NC(=O)Cn1cnc2c(cnn2-c2ccccc2)c1=O,1,5,2,17,7,8,6,16,0
C=CCOc1nc2c(c(=O)n(C)c(=O)n2C)n1Cc1ccccc1Cl,-8,4,-2,23,.,.,.,.,.
CNCCCC12CCC(c3ccccc31)c1ccccc12,6,2,3,13,5,-6,3,1,11
COc1cccc(NC(=O)N2CCN(c3cccc(C)c3)C(C)C2)c1 (centres undefined),6,11,-5,18,-13,-1,9,-13,3
O=S1(=O)N=C(Nc2ccc(S(=O)(=O)N3CCCCC3)cc2)c2ccccc21,4,4,6,7,1,1,1,-1,-5
CCOc1ccc(C(C)=O)cc1N1C(=O)C2C3C=CC(C3=C(C)C)C2C1=O (centres undefined),6,6,-5,-7,-8,8,6,0,-7
CC(C)(C)Sc1ccc(N)nc1,4,1,-8,19,7,0,-2,-33,9
CCN(CC)C(=O)c1sc2nc(-c3ccccn3)[nH]c(=O)c2c1C,4,10,6,.,-13,-11,4,-81,-12
Cc1ccc(-n2ncc(C(=O)O)c2C2CCN(C(=O)OC(C)(C)C)CC2)cc1,-1,5,7,4,5,-1,3,-31,6
CCOC(=O)C1C(=O)NC(N2CCOCC2)=NC1C(C)C (centres undefined),6,2,0,9,-4,4,5,-36,-8
O=C(CCSCCc1ccccn1)Nc1ccccn1,6,7,2,31,0,7,-14,17,39
CN(CC(=O)NC1CCCCC1)S(=O)(=O)c1cccc2nsnc12,4,5,-6,8,6,-3,0,-2,4
CCn1c(SCC(=O)N2CCCc3ccccc32)nc2c1c(=O)n(C)c(=O)n2C,4,4,6,15,1,10,10,4,5
# Next section
SMILES,ROCK2 blocker,PKA inh,JNK3 blocker,CatL inh,FXIa inh mix,Cathepsin G inh,FXIIa inh mix,C1s block,CatS block
CCCCCC(=O)Nc1cccc(-c2nc3ncccc3o2)c1,4,8,1,11,0,0,0,1,17
O=C(C1CCCN1S(=O)(=O)c1ccc(Cl)c(Cl)c1)N1CCCCC1 (centres undefined),1,1,-1,16,4,11,-3,13,8
c1cnn(-c2cc(N3CCOCC3)ncn2)c1,-6,-4,-2,5,-3,-14,5,-25,11
N#CCc1nnc2n1-c1ccccc1CCC2,7,10,5,17,0,0,-15,3,8
Clc1cccc(Cl)c1Cn1cnc2c(N3CCCCCC3)ncnc21,6,2,4,.,10,-3,1,-29,6
CCS(=O)(=O)n1nc(-c2ccc(Cl)cc2)nc1N,0,-3,5,.,4,10,1,11,1
CCN(CC)CCN1C(=O)C(=O)/C(=C(/O)c2ccc(OC)cc2)C1c1ccco1 (centres undefined),-2,5,2,-10,10,1,5,-30,13
Cc1cc(NC(=O)COC(=O)CSCc2ccc(Cl)c(Cl)c2)no1,7,12,-2,37,1,8,8,-3,1
Fc1ccc(C2CC(c3ccc(F)cc3)n3ncnc3N2)cc1 (centres undefined),4,6,-6,20,6,-8,-1,-46,7
Cc1onc(-c2ccccc2)c1C(=O)Nc1ccc(S(=O)(=O)NC2=NCCCCC2)cc1,0,-7,-3,-7,13,9,1,-9,-8
COc1cc(NC(=O)CN2C(=O)NC(C)(CC(C)C)C2=O)cc(OC)c1 (centres undefined),1,4,-3,.,7,2,1,-7,3
Cc1nc2ccc(NC(=O)N3CCCCC3)cc2s1,2,4,1,6,-1,-9,-12,-15,-4
O=C(Nc1ccc(N2CCN(Cc3ccccc3)CC2)cc1)c1ncn[nH]1,7,7,-11,9,-29,-22,-9,-205,-40
Cc1nc2c(Br)c3nc(C(F)(F)F)[nH]c3c(Br)c2[nH]1,6,0,0,9,-4,11,1,-7,11
CCCCC(CC)Cn1c2nc3ccccc3nc2c2c(=N)oc(C)nc21 (centres undefined),.,6,.,-18,-2,-7,-2,-97,-3
COc1nc(Nc2ccc(O)cc2)nc(OC(C(F)(F)F)C(F)(F)F)n1,4,8,-5,26,3,-3,5,-28,13
CCCCc1ccc(NC(=O)c2c(C)noc2C)cc1,0,-1,-4,-2,2,3,-2,-2,-28
CCOC(=O)C(C)On1c(SC(C)C(=O)OCC)nc2ccccc2c1=O (centres undefined),6,9,2,2,12,1,49*,-7,22
CCNC(=O)N1CCNC(=O)C1CC(=O)OC (centres undefined),-1,4,12,8,1,-7,3,-28,13
Cn1c(=O)c2nnn(/N=C(\c3ccccc3)C3CC3)c2n(C)c1=O,.,11,.,.,4,3,-4,-1,3
CCOC(=O)c1c(C)oc2cc(Br)c(OC)cc12,6,9,6,.,4,8,9,14,0
CN1Cc2c(N)cccc2C(c2ccccc2)C1 (centres undefined),1,-2,-4,3,6,8,2,12,-10
CC(CCO)Nc1nc2c([nH]1)c(=O)n(C)c(=O)n2C (centres undefined),0,9,3,.,2,-8,5,-12,9
CCOC(=O)CSc1nnc(-c2c[nH]c3ccccc23)n1CC,-3,2,0,.,13,-1,0,3,-1
O=c1c2cc3c(cc2[nH]c(=S)n1Cc1ccco1)OCO3,.,6,.,-2,-1,31,0,6,-2
# (list continues)
SMILES,ROCK2 blocker,PKA inh,JNK3 blocker,CatL inh,FXIa inh mix,Cathepsin G inh,FXIIa inh mix,C1s block,CatS block
C=CCn1c(SCC(=O)NC(=O)NCC(C)C)nnc1C1CCCCC1,-1,-2,2,17,7,-1,-1,-2,15
COCCNC(=O)Cn1nc(C(F)(F)F)cc1C,2,5,-8,-7,-1,-2,1,0,3
O=C(Nc1ccc(Cl)cc1)N(Cc1cccs1)Cc1cccs1,.,5,.,.,-14,4,8,-41,-11
O=C1NC(c2ccccc2)(C(F)(F)F)SC2=CCCCCN12 (centres undefined),.,4,.,-1,5,-4,-18,-12,8
O=C(c1ccco1)N1CCN(C2CC(=O)N(c3ccc4c(c3)OCO4)C2=O)CC1 (centres undefined),-1,0,0,-4,8,3,1,8,5
N#Cc1ccc(COC(=O)Cn2nnc(-c3ccccc3)n2)cc1,3,11,1,1,5,1,12,-8,9
Cc1ccccc1-c1nnc(-c2ccc(Cl)cc2)o1,.,.,.,.,0,9,6,10,-9
COc1cccc2c1OC1(C)CC2NC(=O)N1c1cccc(C(=O)Nc2ccc3c(c2)OCCO3)c1 (centres undefined),.,-6,.,1,3,-3,-1,-4,13
Cc1cc(NC(=O)CCCC(=O)N(CC(=O)NCCc2ccccc2)Cc2ccc(F)cc2)no1,7,6,3,12,-1,11,-31,5,3
O=C(Nc1ccc(F)cc1)C1CCN(c2nnnn2-c2ccccc2)CC1,5,8,1,-10,26,17,5,12,-4
CC(C)(C)NC(=O)CN(C(=O)CS(=O)CC(=O)Nc1ccc(F)cc1)c1ccc(F)c(Cl)c1 (centres undefined),6,11,-4,.,3,-2,2,0,-6
CS(=O)(=O)N1CCCC(c2nc(-c3ccc(S(=O)(=O)NCc4ccccc4)cc3)no2)C1 (centres undefined),.,2,.,.,4,0,1,3,11
O=C(CCn1nc(-c2ccccc2)c2ccccc2c1=O)NCC1CCCO1 (centres undefined),3,1,4,-3,3,13,4,16,2
Cc1oc(C(=O)Nc2ccc(O)cc2)cc1COc1ccccc1,11,12,2,10,-32,-27,-2,-35,-20
CCN(c1ccccc1)c1cc(C)nc2ncnn12,7,8,2,.,4,11,-15,0,3
COc1ccc(CSc2nnnn2C)cc1F,5,7,4,20,4,8,1,12,10
CSc1nc(-c2ccccc2)nc(SC)c1C(C)=O,8,4,0,-5,-8,-4,6,-45,-2
CCOC(=O)c1sc2nc(NC(=O)C(C)(C)C)sc2c1C,-9,1,7,38,5,-2,7,-2,2
Cn1c(SCc2c(Cl)cccc2Cl)nnc1-c1cccs1,-4,2,0,2,5,12,2,16,1
Cc1ccc(C2CC(c3ccc(F)cc3)Nc3nc(N)nn32)cc1 (centres undefined),2,1,6,5,5,-4,3,-34,-4
Cn1c(O)c(C=Nc2ccc(Cc3ccncc3)cc2)c(=O)n(C)c1=O,-3,2,-1,13,.,.,.,.,.
CC(C)n1cc(/C=C(\C#N)S(=O)(=O)c2ccccc2)c2ccccc21,6,10,-5,3,6,1,8,-47,4
Cn1c(=O)c2cc(S(=O)(=O)NCCC(=O)Nc3ccc(Cl)cc3)ccc2n(C)c1=O,9,6,2,22,7,10,6,0,8
O=C(NC1CCCCC1)N1CCN(CCc2ccccc2)CC1,3,5,2,9,-1,7,13,4,-1
CCOc1cc(C)c(C(C)C)cc1S(=O)(=O)N1CCOCC1,4,9,-8,15,6,-10,2,-17,11
# Additional records follow:
SMILES,ROCK2 blocker,PKA inh,JNK3 blocker,CatL inh,FXIa inh mix,Cathepsin G inh,FXIIa inh mix,C1s block,CatS block
O=C(CCc1nc(-c2ccccc2F)no1)Nc1ccc(Oc2ccccc2)cc1,0,-3,2,1,5,-3,2,-2,17
CCCS(=O)(=O)c1c(S(=O)(=O)CCC)c2c(N)cccn2c1C(=O)c1ccc(F)cc1,-5,-1,-9,-3,4,4,10,-6,14
COC(=O)C1=C(C)N(C)C(=O)NC1c1ccccc1 (centres undefined),8,3,-6,-13,6,-2,12,-9,-5
CCOC(=O)c1cc2c(=O)n(C)c3ccccc3c2s1,6,10,0,1,7,-7,-14,-82,22
Cc1ccc(Cn2ncc3c(N4CCCC4)ncnc32)cc1,6,7,-2,20,1,-9,3,-36,17
CC(NC(=O)c1ccccc1NC(=O)c1ccco1)C(=O)O (centres undefined),4,6,1,5,18,13,2,12,20
CCN1C(=O)/C(=C/N2CC(C)CC(C)C2)SC1=S (centres undefined),6,12,-3,21,-2,23,3,0,5

# Assay outcomes from PubChem BioAssay.
